HT1080-NT tox: qHTS for induction of synthetic lethality in tumor cells producing 2HG: qHTS for the HT-1080-NT fibrosarcoma cell line. HT-1080-NT fibrosarcoma viability, CellTiter-Glo ATP luminescence, 48 h. 360,000 compounds, 1.6% hits. Potency, µM (highest dose often 46.1 µM), inactives show at the highest dose activity, negative = less viability, actives largely listed as cytotoxic;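 note: NT is the 2HG producing partner of a matched IDH1 knockdown line; potency is the fitted concentration of half-maximal effect; 0% = DMSO-treated cells and -100% = media-only wells without cells; nearly all actives have a fitted effect of over 55% in size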
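Read-out is CellTiter-Glo luminescence after 10 minutes at room temperature, following 48 hours' compound treatment of HT-1080-NT cells (750 cells/well, RPMI, 5% FBS, 37 degrees C).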
ATXN viability: Viability Counterscreen for Primary qHTS for Inhibitors of ATXN expression; S2 cells (HEK-293 line with an ATXN2-luciferase reporter) viability, CellTiter-Fluor protease fluorescence, 24 h; Potency, µM (series often up to 56.7 µM), actives largely listed as cytotoxic; 400,000 compounds, 0.49% hits; AID 651635, 2014; note: potency is the fitted concentration of half-maximal effect; nearly all actives have a fitted effect of over 40% in size
HT1080 IDH1KD tx: qHTS for induction of synthetic lethality in tumor cells producing 2HG: qHTS for the HT-1080-IDH1KD cell line | HT-1080 IDH1 knockdown viability, ATP luminescence, 48 h | Potency, µM (highest dose often 46.1 µM), for the others: top-dose activity, negative = toxicity, actives largely listed as cytotoxic | 360,000 compounds, 2% hits | AID 686971, 2013;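 note: potency is the fitted concentration of half-maximal effect; 0% = DMSO wells and -100% = cell-free medium wells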
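Assay cells: HT-1080 with IDH1 knockdown, 750 per well, RPMI/5% FBS. Exposure: 48 h at 37 °C following 2 h pre-incubation. Read: CellTiter-Glo luminescence; fitted concentration-response, curve class assigned.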
KB-3-1 tox: qHTS assay for MDR1-selective chemotherapeutics: Primary screen using the parental adenocarcinoma cell KB-3-1 | 400,000 compounds, 1.4% hits | AID 1347075, 2019 | Potency, µM (highest dose often 46.1 µM), for inactives: at the top dose activity change, negative = cytotoxic, actives largely listed as cytotoxic | KB-3-1 viability, CellTiter-Glo ATP luminescence, 72 h; note: potency is the fitted concentration of half-maximal effect; % is set by controls: 0 for no effect and ±100 for the full control effect; nearly all actives have a fitted effect of over 60% in size
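Using CellTiter-Glo luminescence, growth of non-resistant KB-3-1 adenocarcinoma cells is assessed 72 h after pin-tool compound addition at 37 °C. Normalized responses across the concentration series yield fitted curves.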
KB-V1 cytotox: qHTS assay for MDR1-selective chemotherapeutics: Primary screen using the drug-selected MDR subline cells KB-V1; KB-V1 MDR cells viability, CellTiter-Glo, 72 h; Potency, µM (doses to about 46.1 µM), inactives show top-dose activity change, negative = cytotoxicity, actives largely listed as cytotoxic; 400,000 compounds, 3.4% hits; AID 1347076, 2019; note: potency is the fitted concentration of half-maximal effect; % is set by controls: 0 for no effect and ±100 for the full control effect; nearly all actives have a fitted effect of over 60% in size
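Potencies derive from concentration-effect curves fitted to normalized luminescence (CellTiter-Glo) of KB-V1 cells treated for 72 h at 37 degrees C in phenol-red-free DMEM containing 10% FBS.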
MCF10A rerep: A quantitative high throughput screen for small molecules that induce DNA re-replication in MCF 10a normal breast cells; MCF 10A DNA re-replication, Hoechst nuclear intensity, 48 h; Potency, µM (highest dose often 46.1 µM), inactives show at the top dose activity, positive = re-replication, actives largely listed as activators; 350,000 compounds, 2.9% hits; AID 624296, 2012; note: potency is the fitted concentration of half-maximal effect; % of control where 0% means no effect; nearly all actives have a fitted effect of over 50% in size
SW480 rerep: A quantitative high throughput screen for small molecules that induce DNA re-replication in SW480 colon adenocarcinoma cells; SW480 DNA re-replication, Hoechst DNA content imaging, 48 h; Potency, µM (highest dose often 46.1 µM), without a hit: at the highest dose re-replication activation, most hits filed as activators; 340,000 compounds, 1.8% hits; AID 624297, 2012; note: potency is the fitted concentration of half-maximal effect; % of control where 0% means no effect; nearly all actives have a fitted effect of over 55% in size
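SW480 cells exposed to compounds for 48 hr at 37 C, 5% CO2, then Hoechst-stained 40 min. Nuclear DNA content imaged by fluorescence scanning (405 nm excitation, 500-530 nm emission); re-replication scored as increased high-intensity nuclei.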
ATXN2 expr inh: Primary qHTS for Inhibitors of ATXN expression; 360,000 compounds, 0.72% hits; Potency, µM (doses to about 57 µM), without a hit: at the top dose activity change, negative = inhibition, usual class: inhibitors; HEK-293 ATXN2-luciferase reporter, luminescence, 24 h; AID 1745845, 2022; note: potency is the fitted concentration of half-maximal effect; % is set by controls: 0 for no effect and ±100 for the full control effect; nearly all actives have a fitted effect of over 55% in size
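ATXN2-luciferase reporter cells (luciferase flanked by upstream and downstream ATXN2 gene portions) were treated 24 h at 37 °C with compounds at up to 57 uM. SteadyGlo luminescence gave expression; GF-AFC fluorescence gave viability.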
IL-1B inflam inh: qHTS for Inhibitors of Inflammasome Signaling: IL-1-beta AlphaLISA Primary Screen | THP-1 LPS/ATP IL-1B secretion, AlphaLISA, 16 h; stronger effect = lower value | 360,000 compounds, 4.7% hits | activity change, % at 57.5 µM; in the data active = activity change below about -50%; inconclusive = mostly about -30% to -49%; note: % is set by controls: 0 for no effect and ±100 for the full control effect
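Secreted IL-1B measured by AlphaLISA bead assay after 16 h compound exposure of THP-1 cells; compounds (final up to 57.5 uM) added 1 h before LPS (250 ng/mL) and ATP (1.25 mM) stimulation; lower signal means less secretion.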
* hit, by the source's call; i = inactive; u = inconclusive; x = not tested or not shown; [ ] = remark or other dose. Unless noted, calls come from the whole dose curve; as a rule, active = well fitted curve in the direction sought with a large enough effect; inconclusive = small, poorly fitted or top-dose-only effect, or another doubt; inactive = no such curve, though single readings can be large; an effect the other way counts as inactive or inconclusive. Compounds were not picked by outcome, and some 11% of all compounds hit somewhere here.

Preview:
Structure,HT1080 IDH1KD tx,ATXN2 expr inh,KB-3-1 tox,HT1080-NT tox,MCF10A rerep,SW480 rerep,ATXN viability,IL-1B inflam inh,KB-V1 cytotox
Cc1cccc(OCC(=O)NC(=S)Nc2ccccc2N2CCOCC2)c1C,-2.6%,u,-2.3%,-2.1%,0.1%,7.1%,i,1.4,0.1%
O=C(c1c[nH]c2ccccc12)N1CCOCC1,20.1%,x,-9.0%,18.4%,3.8%,-5.3%,i,24.6,-0.5%
O=C(NC1(C(F)(F)F)C(=O)Nc2c1c(=O)[nH]c(=O)n2-c1ccccc1)c1cccnc1 (stereo unspecified),0.1%,-7.6%,0.7%,10.6%,5.5%,-0.1%,i,-0.5,-10.3%
O=C(Nc1ccccc1F)c1oc2ccccc2c1NC(=O)C12CC3CC(CC(C3)C1)C2,x,7.5%,-3.4%,x,x,x,i,x,-7.0%
O=C(Nc1cccc(-c2ccc(F)cc2)c1)C1CCCN(C(=O)c2cscn2)C1 (stereo unspecified),3.5%,x,-1.9%,-4.3%,10.2%,1.4%,i,17.8,4.4%
CCN1CCN(C(=S)c2ccc(Cl)cc2)CC1,1.0%,14.2%,-2.4%,12.0%,16.1%,-6.8%,i,-28.9,4.5%
Cc1ccc(Nc2nc(COC(=O)COc3ccc(C=O)cc3)cs2)cc1,-6.7%,42.2%[activator],-8.9%,0.8%,12.4%,-3.1%,i,12.6,-5.5%
Cc1cc2oc(C(=O)NC3CCS(=O)(=O)C3)c(C)c2cc1C (stereo unspecified),-5.5%[9.24 µM],-1.0%,3.6%,-9.5%,2.4%,-3.4%,i,-3.8,-13.1%
CCN(CC)S(=O)(=O)c1ccc2c(c1)N(CC(=O)NCCN1CCOCC1)C(=O)CO2,0.9%,x,2.1%,0.4%,-1.7%,-4.1%,i,12.4,0.0%
CCCCNC(=O)Nc1nnc(-c2ccc(Cl)cc2)o1,-0.6%,-15.6%,u,2.1%,-1.0%,-7.1%,i,-17.0,-8.4%
COc1ccccc1NC(=O)c1ccc[n+]([O-])c1,20.9%,2.4%,4.7%,20.1%,u,-1.7%,i,19.6,11.4%
CSc1ccc(S(=O)(=O)NCCCOC(C)C)cc1,14.3%,-7.7%[11.3 µM],2.3%,1.7%,-16.5%,1.2%,i,-10.1,14.9%
Cc1ccnc(NC(=O)CCC(=O)N(CC(=O)NC2CCCCC2)Cc2ccccc2)c1,0.0%,-13.4%,3.4%,-0.5%,1.6%,1.8%,i,-14.2,-12.6%
Cc1ccc(OCc2ccc(C(=O)N3CCOCC3)cc2)cc1C,-2.9%,5.2%,-19.7%,u,-4.6%,-6.0%,i,-0.7,18.4µM*

The listing (from the top)
Structure,HT1080 IDH1KD tx,ATXN2 expr inh,KB-3-1 tox,HT1080-NT tox,MCF10A rerep,SW480 rerep,ATXN viability,IL-1B inflam inh,KB-V1 cytotox
Cc1cccc(OCC(=O)NC(=S)Nc2ccccc2N2CCOCC2)c1C,-2.6%,u,-2.3%,-2.1%,0.1%,7.1%,i,1.4,0.1%
O=C(c1c[nH]c2ccccc12)N1CCOCC1,20.1%,x,-9.0%,18.4%,3.8%,-5.3%,i,24.6,-0.5%
O=C(NC1(C(F)(F)F)C(=O)Nc2c1c(=O)[nH]c(=O)n2-c1ccccc1)c1cccnc1 (stereo unspecified),0.1%,-7.6%,0.7%,10.6%,5.5%,-0.1%,i,-0.5,-10.3%
O=C(Nc1ccccc1F)c1oc2ccccc2c1NC(=O)C12CC3CC(CC(C3)C1)C2,x,7.5%,-3.4%,x,x,x,i,x,-7.0%
O=C(Nc1cccc(-c2ccc(F)cc2)c1)C1CCCN(C(=O)c2cscn2)C1 (stereo unspecified),3.5%,x,-1.9%,-4.3%,10.2%,1.4%,i,17.8,4.4%
CCN1CCN(C(=S)c2ccc(Cl)cc2)CC1,1.0%,14.2%,-2.4%,12.0%,16.1%,-6.8%,i,-28.9,4.5%
Cc1ccc(Nc2nc(COC(=O)COc3ccc(C=O)cc3)cs2)cc1,-6.7%,42.2%[activator],-8.9%,0.8%,12.4%,-3.1%,i,12.6,-5.5%
Cc1cc2oc(C(=O)NC3CCS(=O)(=O)C3)c(C)c2cc1C (stereo unspecified),-5.5%[9.24 µM],-1.0%,3.6%,-9.5%,2.4%,-3.4%,i,-3.8,-13.1%
CCN(CC)S(=O)(=O)c1ccc2c(c1)N(CC(=O)NCCN1CCOCC1)C(=O)CO2,0.9%,x,2.1%,0.4%,-1.7%,-4.1%,i,12.4,0.0%
CCCCNC(=O)Nc1nnc(-c2ccc(Cl)cc2)o1,-0.6%,-15.6%,u,2.1%,-1.0%,-7.1%,i,-17.0,-8.4%
COc1ccccc1NC(=O)c1ccc[n+]([O-])c1,20.9%,2.4%,4.7%,20.1%,u,-1.7%,i,19.6,11.4%
CSc1ccc(S(=O)(=O)NCCCOC(C)C)cc1,14.3%,-7.7%[11.3 µM],2.3%,1.7%,-16.5%,1.2%,i,-10.1,14.9%
Cc1ccnc(NC(=O)CCC(=O)N(CC(=O)NC2CCCCC2)Cc2ccccc2)c1,0.0%,-13.4%,3.4%,-0.5%,1.6%,1.8%,i,-14.2,-12.6%
Cc1ccc(OCc2ccc(C(=O)N3CCOCC3)cc2)cc1C,-2.9%,5.2%,-19.7%,u,-4.6%,-6.0%,i,-0.7,18.4µM*
COc1ccc(C(C)(C)C)cc1NC(=O)c1cncc(Br)c1,-7.3%,1.5%,0.0%,-0.1%,15.6%,9.6%,i,-22.1,-13.6%
Cc1ccc(C)c(SCC(=O)NNC(=O)c2csc(N3CCOCC3)n2)c1,6.0%,15.7%,9.8%,16.3%,0.1%,-33.3%,i,7.4,-27.3%
N#CCC1c2ccccc2CCN1C(=O)Nc1ccc(C(F)(F)F)cc1 (stereo unspecified),u,-28.1%,-0.2%,u,4.1%,-13.7%,i,0.9,-27.4%
c1ccc(-c2cn(-c3ccccc3)c3[n+]2CCCS3)cc1,u,-4.6%,u,u,24.5%,-5.0%,i,-0.5,25.4%
COc1cc2c(cc1OC)C(C(N)=O)NCC2 (stereo unspecified),6.3%,-26.3%,-1.8%,4.3%,-2.4%,-5.0%,u,6.0,0.4%
Brc1ccc(-c2nnc(-c3ccc4c(c3)OCO4)o2)o1,5.4%,35.1%[activator],7.5%,15.1%,18.1%,-4.4%,i,-14.2,-1.2%
CCCCNC(=O)C1c2ccccc2OCC(=O)N1CCCN1CCOCC1 (stereo unspecified),8.7%,8.1%,11.7%,8.6%,x,x,i,-1.3,u
CCC(C)(C)C(=O)O,5.4%,4.7%,0.0%,15.5%,-5.6%,u,i,19.4,2.2%
COc1ccc(OC)c(C(=O)COC(=O)COc2ccccc2)c1,-8.0%,-17.1%,0.0%,-1.7%,u,u,i,u,15.5%
CC(=O)c1ccc(S(=O)(=O)NC2CC2)cc1,3.5%,6.4%,-2.4%,0.7%,-20.4%,0.3%,i,2.6,4.8%
CC(C)c1ccccc1NC(=S)N1CCN(S(=O)(=O)c2cccs2)CC1,-8.7%,3.5%,-16.0%,-12.7%,18.2%,-1.5%,i,11.0,-28.0%
O=C(c1ccccc1Cl)N1CCC(n2cccc2)CC1,-11.5%,-13.4%,0.7%,-1.7%,0.5%,-8.5%,i,-11.0,5.2%
C=CCn1c(NC(=O)c2ccc(C)cc2)c(C#N)sc1=N,u,-13.4%,5.17µM*,19.5%,u,0.8%,i,-2.3,1.3µM*

Assay outcomes as filed in PubChem.
